CHRM4 antagonist – blocks acetylcholine activation of human M4 receptor; P08173; CHO-hM4 cells, ACh EC80, Fluo-8 calcium fluorescence; inhibition, % at 3 µM; hit rate 0.73% among 360,000; AID 624125;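 active = inhibition above its plate's cutoff, the mean inhibition of sample wells plus 3 SD, cut at about 27% in these data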;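 also: 0% = acetylcholine EC80 with DMSO and 100% = DMSO without agonist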
Target sequence (P08173 whole entry, looked up): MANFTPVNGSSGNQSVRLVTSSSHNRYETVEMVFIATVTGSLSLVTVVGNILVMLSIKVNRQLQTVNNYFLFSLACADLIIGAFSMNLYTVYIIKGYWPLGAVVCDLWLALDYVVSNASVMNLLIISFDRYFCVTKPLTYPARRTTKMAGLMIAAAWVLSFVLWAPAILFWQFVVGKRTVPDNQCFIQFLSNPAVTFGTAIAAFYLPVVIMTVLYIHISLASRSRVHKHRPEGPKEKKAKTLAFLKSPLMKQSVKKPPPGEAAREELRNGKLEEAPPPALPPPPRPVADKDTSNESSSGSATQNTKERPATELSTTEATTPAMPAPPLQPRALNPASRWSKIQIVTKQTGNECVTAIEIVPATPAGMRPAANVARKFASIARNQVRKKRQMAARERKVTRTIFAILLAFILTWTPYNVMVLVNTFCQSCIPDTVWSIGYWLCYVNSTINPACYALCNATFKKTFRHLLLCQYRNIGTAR
CRFBP-R2 agonist – agonists of human CRF-binding protein/CRF-R2 receptor complex. HEK293 CRF-R2/CRF-BP, calcium dye fluorescence (FLIPR); percent of saturating CRF peptide response. activation, % at 13.2 µM. hit rate 0.46% among 350,000;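 active = activation of at least 50%, plus an integration ratio under a set limit after plate pattern correction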;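 also: plate controls were neutral control wells without compound for no effect and CRF at EC100 for full effect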
M5 antag – CHRM5 antagonism in calcium assay. P08912. CHO-hM5 cells, Fluo-8 calcium fluorescence, ACh EC80. hit rate 0.59% among 360,000. inhibition, % at 3 µM;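 active = inhibition above a per-plate cutoff, the mean of that plate's test compounds plus 3 SD, cut at about 27% in these data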;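 also: 0% = acetylcholine EC80 with DMSO and 100% = DMSO without agonist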
CHRM4 PAM – potentiates acetylcholine response at human M4 receptor. hit rate 0.4% among 360,000. P08173. CHO-K1 hM4/Gqi5, Fluo-8 calcium fluorescence, ACh EC20; 0% = ACh EC20, 100% = maximal ACh. activation, % at 3 µM;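 active = activation above its plate's cutoff, the mean activation of sample wells plus 3 SD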; also: some results filed as inactive read as strong as hits
CHRM1 antagonist – blocks human M1 muscarinic receptor. hit rate 1.3% among 360,000. AID 588852. CHO-K1 hM1, Fluo-8 calcium fluorescence, ACh EC80 antagonist. P11229. inhibition, % at 3 µM;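 active = percent inhibition above its own plate's cutoff, namely the mean of that plate's compound wells plus 3 SD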;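 also: peak over basal fluorescence ratio during 140 s after agonist addition; 0% = ACh EC80 plus DMSO and 100% = DMSO alone without agonist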
Target sequence (P11229 whole entry, looked up): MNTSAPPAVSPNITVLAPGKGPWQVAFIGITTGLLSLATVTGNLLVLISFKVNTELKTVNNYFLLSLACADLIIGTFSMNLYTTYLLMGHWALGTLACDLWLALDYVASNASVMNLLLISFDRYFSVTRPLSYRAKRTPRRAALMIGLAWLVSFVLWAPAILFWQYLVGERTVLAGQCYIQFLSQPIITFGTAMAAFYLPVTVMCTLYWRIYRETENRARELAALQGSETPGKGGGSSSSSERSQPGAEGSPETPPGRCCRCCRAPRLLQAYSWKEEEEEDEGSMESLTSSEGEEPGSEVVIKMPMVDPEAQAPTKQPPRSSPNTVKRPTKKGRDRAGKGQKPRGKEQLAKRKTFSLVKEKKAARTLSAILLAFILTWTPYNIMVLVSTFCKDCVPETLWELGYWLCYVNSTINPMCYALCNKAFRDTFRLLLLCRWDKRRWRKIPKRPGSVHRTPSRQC
M5 PAM – CHRM5 positive allosteric modulation; P08912; CHO-K1 hM5, Fluo-8 calcium, ACh EC20 PAM; 0% = ACh EC20, 100% = ACh EC100; activation, % at 3 µM; hit rate 0.3% among 360,000; AID 624038;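 active = activation above the run cutoff, the mean activation of all test compounds plus 3 SD, cut at about 18% in these data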
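Measured by: Fluo-8 calcium fluorescence; material: human M5 receptor in CHO-K1 cells; schedule: Post-acetylcholine fluorescence recording 140 s; benchmarks: low control EC20 acetylcholine (0%), high control EC100 acetylcholine (100%); read-out: Max/basal fluorescence ratio as % of EC20–EC100 ACh window; compound: single dose, 3 µM nominal final test concentration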
CHRM4 agonist – CHRM4 agonism in calcium assay | P08173 | CHO-K1 hM4/Gqi5, Fluo-8 calcium fluorescence; vehicle 0%, full acetylcholine response 100% | activation, % at 3 µM | hit rate 0.14% among 360,000 | AID 624127;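 active = activation above the run mean over all test wells plus 3 SD, cut at about 32% in these data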;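 also: peak over basal fluorescence ratio per well then scaled between controls; 0% = DMSO wells and 100% = acetylcholine at EC100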
CHRM5 agonist – CHRM5 agonism in calcium assay; P08912; CHO-K1 hM5 cells, Fluo-8 calcium fluorescence; 0% DMSO wells, 100% maximal acetylcholine response; activation, % at 3 µM; hit rate 0.19% among 360,000; AID 624037;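 active = activation above the run's mean over test compounds plus 3 SD, cut at about 23% in these data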;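 also: signal is peak over basal fluorescence ratio across the kinetic read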
CHRM1 PAM – human CHRM1 positive allosteric modulation | P11229 | activation, % at 3 µM | CHO-K1 hM1, Fluo-8 calcium fluorescence, ACh EC20; 0% = ACh EC20, 100% = maximal ACh | hit rate 0.088% among 360,000; in the data active = activation above about 19%, passing the limit was not always enough
An asterisk follows results filed as active; x = not tested or not shown.

SMILES | CHRM4 antagonist | CRFBP-R2 agonist | M5 antag | CHRM4 PAM | CHRM1 antagonist | M5 PAM | CHRM4 agonist | CHRM5 agonist | CHRM1 PAM
COc1ccc(CC(=O)N2CCN(C(=O)Cc3ccc(OC)c(OC)c3)CC2)cc1OC | -16 | 1.2 | 0 | 6 | -14 | -2 | 0 | 0 | 7
COCCn1c(=O)[nH]c2cc(C(=O)Nc3cc(C)cc(C)c3)ccc2c1=O | 9 | -0.5 | 4 | -5 | 11 | -6 | 2 | -2 | -12
CCOc1ccc(S(=O)(=O)N2CCCCC2)c2ccccc12 | -1 | 0.3 | 0 | 6 | -3 | 0 | -1 | -9 | -4
CS(=O)(=O)N1N=C(c2cccs2)CC1c1ccc(F)cc1 (stereo not given) | -5 | -7.7 | 1 | 4 | -16 | 6 | 0 | -6 | 10
COc1ccccc1NC(=O)/C(=C/c1cccc([N+](=O)[O-])c1)c1ccccc1 | 9 | -2.2 | 2 | 5 | 7 | -2 | 0 | -4 | -4
COc1ccc(O)c(C(=O)c2cc(C#N)c(=O)n(Cc3ccccc3)c2)c1 | 10 | -0.5 | 0 | -6 | 16 | -8 | 6 | 0 | -9
CCOC(=O)NC(NCc1cccc(C(F)(F)F)c1)(C(F)(F)F)C(F)(F)F | 0 | 5.0 | 2 | -2 | -5 | -2 | 0 | 1 | 7
Cc1ccsc1C(=O)N1CCC1(C)C(=O)NCCC#N (stereo not given) | -10 | x | -1 | 8 | -30 | 0 | 0 | 1 | 14
CS(=O)(=O)NNC(=O)c1cc2cc3ccccc3nc2s1 | -7 | 8.3 | -9 | -6 | -3 | 11 | 0 | -2 | 11
CCc1ccc(NC(=O)Cn2nc(C)c([N+](=O)[O-])c2C)cc1 | 0 | -4.7 | 5 | -2 | -4 | 0 | 1 | -6 | 6
NC(=O)CSc1nc2sc3c(c2c2ncnn12)CCCC3 | -4 | -1.6 | -9 | -1 | -15 | 4 | 3 | -2 | 9
CNc1c(NS(=O)(=O)c2ccc(CC(C)C)cc2)c(=O)oc2ccccc12 | -19 | 2.1 | 4 | 4 | -15 | -1 | 1 | 0 | 14
CCSc1nnc(NC(=O)Nc2cccc(C)c2)s1 | 11 | 6.4 | 21 | -30 | 12 | -25 | 11 | 5 | -6
O=C(O)c1cc(N/N=C/c2ccc(-c3ccc(F)cc3)o2)ccc1Cl | 2 | 0.1 | -1 | -4 | -15 | 3 | 1 | -2 | 8
COCCn1nnnc1C(C(C)C)N1CCCC(C)C1 (stereo not given) | -5 | -3.3 | 2 | -7 | 2 | 6 | 0 | -2 | 3
CCN(CC(=O)NCc1cccs1)S(=O)(=O)c1ccc(NC(C)=O)cc1 | 16 | -0.6 | 9 | -18 | -5 | -4 | 4 | 1 | 4
O=C(C1=C(O)C(=O)N(c2ccccc2)C1c1ccc([N+](=O)[O-])cc1)c1cccs1 (stereo not given) | -13 | -1.8 | -4 | 9 | -1 | 6 | 1 | 4 | 4
Cc1ccc(C)c(NS(=O)(=O)c2cc(C(=O)NCC3CCCO3)ccc2C)c1 (stereo not given) | -4 | 2.2 | -7 | -2 | -3 | 5 | 5 | 2 | 0
Cc1ccc2nc(SC(C)C(=O)N3CCOCC3)[nH]c2c1 (stereo not given) | 1 | -1.8 | 7 | 31* | -14 | 3 | 4 | 1 | 8
CCOc1cc(S(=O)(=O)n2ccc(C)n2)ccc1Br | -4 | 1.1 | -22 | 2 | -6 | 12 | 0 | -3 | 2
CCC(=O)N/N=C/c1ccc(OS(=O)(=O)c2ccccc2)cc1 | 3 | -1.7 | 3 | -2 | -4 | 1 | 0 | -5 | 1
COc1cccc(C(O)c2ncc(-c3ccc4ccccc4c3)[nH]2)c1 (stereo not given) | -3 | x | -3 | 0 | 1 | -1 | 6 | 0 | -2
Cc1sc(-c2ccccn2)nc1OC(=O)c1ccc(F)cc1F | -3 | -2.7 | 13 | 1 | 0 | 0 | -2 | -4 | 13
O=C(OCc1nc2ccc(Cl)cc2n1CCO)c1ccc2c(c1)OCO2 | -12 | -0.6 | -2 | 11 | -2 | -7 | 10 | 1 | 8
COC(=O)c1c(NC(=O)Cc2cccs2)sc(C(=O)NC2CCCCC2)c1C | -3 | 0.7 | 10 | 13 | -10 | -6 | 0 | -1 | 11
O=C(NCCCn1ccnc1)c1ccc(COc2ccccc2)o1 | -15 | -2.4 | 1 | 0 | -5 | 1 | 2 | -1 | -1
O=C(c1ccccc1F)n1c2c(c3ccccc31)CCCC2 | -6 | -1.6 | 2 | 3 | 12 | 2 | -1 | -3 | -10
COc1ccc(S(=O)(=O)N2CCCc3ccccc32)cc1[N+](=O)[O-] | 4 | 0.1 | 14 | -6 | -6 | -6 | 3 | -7 | -4
Cc1ccc(N2CC(C(=O)NCCCn3ccnc3)CC2=O)cc1 (stereo not given) | 6 | -1.2 | -9 | -4 | 2 | 2 | 0 | -1 | -2
Cn1cnnc1SCC(=O)Nc1sc2c(c1C#N)CCCCC2 | 3 | 0.9 | 0 | 4 | -28 | -3 | 2 | 4 | 8
O=C(O)c1ccc2c(c1)S(=O)(=O)c1cc(N3CCN(c4cnccn4)CC3)ccc1C2=O | -5 | 3.0 | 7 | 1 | -11 | -2 | 1 | 3 | 2
Cc1ccc(SCc2noc(C(=O)NC(C)C)c2C(=O)O)cc1C | 0 | -0.3 | 11 | 8 | 18 | -1 | 0 | 4 | -9
COCCn1nnnc1C(c1ccc(OC)cc1)N1CCN(c2ccccc2F)CC1 (stereo not given) | 3 | -0.7 | -2 | 9 | -20 | 2 | 0 | -2 | 0
Cc1ccnc2nc(C(=O)OCC(=O)c3ccccc3)nn12 | 7 | -3.5 | 5 | 0 | 5 | 13 | 2 | 5 | 0
CC1(C)Cc2c(C#N)c(NCCc3ccccc3)nc(-c3ccco3)c2CO1 | -1 | 2.0 | 0 | 2 | -6 | 0 | 1 | 0 | 10
CCCn1c(NCc2c[nH]c3ccccc23)nc2ccccc21 | 3 | -1.0 | 3 | -6 | 0 | -3 | 2 | -10 | 2
COc1ccccc1NC(=O)CSc1nncn1-c1ccccc1 | -5 | 0.2 | -2 | 7 | 1 | -3 | 2 | 3 | 5
CC(=O)NNS(=O)(=O)c1scc(S(=O)(=O)c2ccc(Cl)cc2)c1C | 3 | -0.7 | 0 | -2 | -3 | -3 | 0 | 1 | 2
O=C(c1cccs1)N1CCCC(c2nc3c(nnn3Cc3ccccc3)c(=O)[nH]2)C1 (stereo not given) | 4 | 3.7 | 11 | -3 | -8 | 1 | 0 | -2 | 5
Cc1cc(C)c2c(=O)n(CC(=O)N3CCC(N4CCCCC4)CC3)sc2n1 | -13 | 1.2 | 1 | 5 | -14 | -4 | 1 | 1 | 4
Cc1ccc(S(=O)(=O)NC(=O)NC(C)Cc2ccccc2)cc1 (stereo not given) | -6 | -0.9 | 8 | 4 | 5 | 0 | 1 | -3 | 2
O=C(NC(=S)Nc1ccccc1N1CCCCC1)c1ccco1 | -16 | 1.9 | -2 | 1 | -6 | -3 | -1 | -3 | -7
CC/C(=N\NC(=O)C(N)=O)c1ccccc1O | -2 | 3.8 | -8 | 5 | 0 | 4 | 0 | 1 | 10
COCc1nnc(NC(=O)C2CC(=O)N(CCc3ccc(F)cc3)C2)s1 (stereo not given) | -9 | 2.2 | -2 | 2 | -10 | 7 | 1 | -2 | 19
Fc1ccccc1-c1n[nH]c(=S)n1/N=C/c1c[nH]c2ccccc12 | 3 | -2.3 | 14 | -2 | 6 | -16 | 1 | -2 | -5
O=C(CSc1nnc(-c2ccccc2O)o1)Oc1ccc(Br)cc1 | 4 | 1.0 | -4 | -2 | -7 | -2 | 1 | 3 | 3
CC(C)(C)C(=O)NC(=S)NNC(=O)c1ccc(Cl)cc1Cl | 44* | 129* | 36* | -44 | 87* | -33 | 139* | 98* | -24
CCNc1nc(NC(C)C)nc(Oc2ccc(OCCOc3ccc(C)cc3)nn2)n1 | -20 | -3.2 | 2 | 4 | -9 | 0 | 2 | 1 | 2
CCOC(=O)N1CCc2c(sc(NC(=O)CCS(=O)(=O)c3ccccc3)c2C(N)=O)C1 | -2 | -0.5 | 8 | 0 | -17 | 1 | 4 | -3 | 18
CCOC(=O)c1sc(NC(=O)CSc2nnc(-c3ccc(OC)cc3)n2CCOC)nc1C | 1 | -0.3 | -6 | -5 | -2 | 1 | -1 | -4 | 1
CC(C)OC(=O)N(C)C[C@@H]1OCc2cnnn2CCCC(=O)N([C@H](C)CO)C[C@H]1C | -5 | -1.0 | -18 | -4 | -6 | 4 | 1 | 2 | 0
CCCC(=O)NC(=S)Nc1ccccc1C(F)(F)F | -4 | -1.8 | 2 | 2 | -5 | -1 | 0 | -3 | 3
CC(=O)Nc1ccc(NS(=O)(=O)c2ccccc2)c2ccccc12 | -9 | -0.1 | -1 | -2 | 6 | -2 | 0 | -2 | 0
CCOC(=O)N1CCC(NC(=O)c2cc3sccc3n2CC)CC1 | 1 | -8.3 | 6 | 1 | 0 | -5 | -1 | 2 | 6
Cc1ccc(C(=O)NCC(=O)N2CCN(c3ccccc3O)CC2)s1 | -4 | -0.9 | -2 | 4 | -1 | -3 | 2 | -2 | -2
Cc1cc(=O)[nH]c2ccc(S(=O)(=O)N3CCOCC3)cc12 | 4 | 1.1 | -11 | -1 | -7 | 2 | 1 | 1 | -7
NC(=O)Cn1nc(C(F)(F)F)c2c1CCCC2 | 0 | -1.1 | 3 | -3 | -6 | 1 | 0 | 3 | 4
CSc1nc2ccc(NS(=O)(=O)c3ccc(CNC(C)=O)cc3)cc2s1 | 3 | -1.6 | 23 | 7 | 7 | -18 | 5 | -1 | -4
COCCNC(=O)c1ccccc1NC(=O)CSc1ccc(C)cc1 | 2 | 0.2 | 4 | 9 | 1 | 3 | 4 | 4 | 9
CCN1CCN(Cc2ccc(NC(=O)c3ccc(C)c(NC(=O)c4cccc(-c5cn[nH]c(=O)c5)c4)c3)cc2C(F)(F)F)CC1 | 11 | -0.6 | 6 | -8 | -3 | 4 | 0 | -10 | 2
CCc1nc(SCC(=O)c2ccc3c(c2)OCCO3)c2ccccc2n1 | -13 | -1.4 | 2 | -9 | -3 | -8 | 5 | -4 | -1
N#C/C(C(=O)c1ccccc1)=C1/CCCCCN1 | -9 | -0.5 | 5 | 1 | 1 | -1 | 0 | -13 | -3
Cc1ccccc1N1C(=O)C(Oc2ccc(Cl)cc2)C1CNCC1CCCO1 (stereo not given) | -8 | -0.3 | -8 | 5 | -3 | 3 | 4 | 0 | 7
